Compound activity (PubChem)
Tb MetRS inh – T. brucei MetRS inhibitors, primary screen, biochemical, luminescence. purified T. brucei MetRS, ATP depletion, Kinase-Glo luminescence. inhibition, % at 11.9 µM. 360,000 tested, 0.4% active;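 active means inhibition above a per-plate cutoff of the control wells' mean inhibition plus 3 SD, cut at about 5.5% in these data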;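 further: 0% = DMSO wells median and 100% = median of wells with control inhibitor compound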
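System: purified T. brucei MetRS enzyme / Detection: Kinase-Glo luciferase luminescence reporting remaining unconsumed ATP / Medium: HEPES buffer with MgCl2, KCl, DTT, spermine, BSA, pyrophosphatase / Replication: singlicate, one well per compound / Evaluation: percent inhibition relative to median high and low control wells / Schedule: 2 h aminoacylation at 25 °C after 15 min preincubation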
Scp-1 inhibitor – Scp-1 phosphatase inhibitors, primary screen, biochemical, colorimetric, uHTS. AID 493091, 2011. Recombinant Scp1, phosphopeptide, malachite green phosphate absorbance. 340,000 tested, 0.88% active. Carboxy-terminal domain RNA polymerase II polypeptide A small phosphatase 1 (Homo …. inhibition, % at 20 µM;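 active means inhibition above about 50% at 20 µM, limit read from the data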;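 further: plate controls were DMSO wells with enzyme for no effect and wells lacking enzyme for full effect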
Target sequence (Q9GZU7 76-261 limits assumed): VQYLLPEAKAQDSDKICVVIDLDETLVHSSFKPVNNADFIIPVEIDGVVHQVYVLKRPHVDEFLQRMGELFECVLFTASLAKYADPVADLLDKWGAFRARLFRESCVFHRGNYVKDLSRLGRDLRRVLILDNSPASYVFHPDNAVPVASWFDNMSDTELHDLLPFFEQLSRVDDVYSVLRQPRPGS
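Incubation: 45 min enzyme reaction at room temperature / System: truncated SCP-1 phosphatase (76-261aa) / Reagent: Phospho 17-mer peptide substrate / Buffer or medium: Acidic Tris acetate buffer with magnesium and detergent / Signal: absorbance at 630 nm / Doses: one concentration, 20 µM, with 1.0% DMSO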
SUMO1-SIM PPI – modulators of SUMO1 protein-protein interactions, primary screen, biochemical, uHTS | SUMO1 binding to a labelled peptide, TR-FRET, 1 h | inhibition, % at 20 µM | 360,000 tested, 0.33% active; in the data active means inhibition above about 37%
Rpn11 block – Rpn11 (PSMD14) deubiquitinase inhibitors, primary screen, biochemical, fluorescence polarization, uHTS; 26S proteasome non-ATPase regulatory subunit 14 (Homo sapiens), O00487; human 26S proteasome, Ub4-pepOG fluorescence polarization; 20S core pre-blocked with epoxomicin; calls only at 20 µM; 360,000 tested, 0.59% active; AID 588493, 2011;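 active means inhibition at 20 µM, scaled to each plate's controls, above about 33%, limit read from the data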
Target sequence (O00487 whole entry, looked up): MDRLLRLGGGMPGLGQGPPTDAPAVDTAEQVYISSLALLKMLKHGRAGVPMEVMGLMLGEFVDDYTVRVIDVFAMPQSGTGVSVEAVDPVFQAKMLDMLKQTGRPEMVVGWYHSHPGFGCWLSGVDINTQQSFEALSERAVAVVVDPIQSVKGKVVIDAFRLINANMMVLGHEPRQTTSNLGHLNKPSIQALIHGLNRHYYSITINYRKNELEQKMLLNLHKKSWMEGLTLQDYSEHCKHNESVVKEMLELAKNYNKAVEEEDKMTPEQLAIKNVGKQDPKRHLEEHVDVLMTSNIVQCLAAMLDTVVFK
NadD block – inhibitors of S. aureus NadD, primary screen, biochemical, colorimetric, uHTS; Nicotinate-nucleotide adenylyltransferase NadD (Staphylococcus aureus N315); purified NadD enzyme, colorimetric absorbance read-out; inhibition, % at 20 µM; 360,000 tested, 0.78% active; in the data active means inhibition above about 26%; further: some compounds past the cut are filed as inactive
MLLE-PAM2 inh – inhibitors of PABP1 MLLE–PAM2 peptide binding, primary screen, biochemical, fluorescence polarization, FITC-PAM2, GST-MLLE | Polyadenylate-binding protein 1 (Homo sapiens), P11940 | inhibition, % at 20 µM | 360,000 tested, 0.36% active; in the data active means inhibition above about 35%, passing the limit was not always enough;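 further: plate controls were DMSO wells with GST-MLLE for no effect and wells lacking GST-MLLE protein for full effect; some results filed as inactive read as strong as hits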
LMPTP block – LMPTP phosphatase inhibitors, primary screen, biochemical, fluorescence intensity, uHTS | AID 651560, 2012 | recombinant LMPTP-A, OMFP fluorogenic substrate | Low molecular weight phosphotyrosine protein phosphatase (Homo sapiens), P24666 | inhibition, % at 20 µM | 360,000 tested, 0.22% active;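 active means compounds that cut the enzyme signal by at least half of the control window in the single-dose screen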;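 further: plate controls were DMSO wells with enzyme plus substrate for no effect and substrate without enzyme for full effect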
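Test system – LMPTP-A enzyme · Amount – LMPTP-A at 0.625 nM final in the reaction · Buffer or medium – Bis-Tris pH 6.0, DTT, detergent · Reagent – OMFP 400 µM · Doses – single 20 µM dose · Schedule – reaction 50 min, room temperature, dark · Detection – fluorescence intensity of OMFP turnover product · Evaluation – percent inhibition versus substrate-only and uninhibited controls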
CSN deneddyl inh – inhibitors of CSN-mediated cullin deneddylation, primary screen, biochemical, fluorescence polarization, uHTS; 360,000 tested, 0.38% active; AID 651999, 2013; inhibition, % at 12.5 µM; Purified CSN, SCF-Nedd8-OG deneddylation; COP9 signalosome complex subunit 5 (Homo sapiens), Q92905;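 active means pattern-corrected inhibition above about 35%, with an unprinted fluorescence ratio check between 0.5 and 1.5, limit read from the data, passing the limit was not always enough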;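 further: 0% = enzyme with substrate and 100% = substrate without enzyme; some results filed as inactive read as strong as hits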
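Assay system: purified human Csn5 enzyme expressed in HEK293T cells; Input: 0.24 nM Csn5 enzyme, final concentration; Reagent: 10 nM SCFSkp2-Nedd8OG; Compound dosing: 12.5 µM single point; Times: reaction 90 min, room temperature; Technique: fluorescence polarization readout.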
STEP inh – STEP phosphatase inhibitors, primary screen, biochemical, fluorescence intensity, uHTS | recombinant STEP, OMFP fluorogenic substrate | inhibition, % at 20 µM | 360,000 tested, 0.25% active | AID 588621, 2011;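 active means inhibition at 20 µM, scaled per plate between control wells, above about 37%, limit read from the data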;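 further: 0% = DMSO with enzyme and substrate and 100% = substrate only without enzyme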
Target sequence (P54829 whole entry, looked up): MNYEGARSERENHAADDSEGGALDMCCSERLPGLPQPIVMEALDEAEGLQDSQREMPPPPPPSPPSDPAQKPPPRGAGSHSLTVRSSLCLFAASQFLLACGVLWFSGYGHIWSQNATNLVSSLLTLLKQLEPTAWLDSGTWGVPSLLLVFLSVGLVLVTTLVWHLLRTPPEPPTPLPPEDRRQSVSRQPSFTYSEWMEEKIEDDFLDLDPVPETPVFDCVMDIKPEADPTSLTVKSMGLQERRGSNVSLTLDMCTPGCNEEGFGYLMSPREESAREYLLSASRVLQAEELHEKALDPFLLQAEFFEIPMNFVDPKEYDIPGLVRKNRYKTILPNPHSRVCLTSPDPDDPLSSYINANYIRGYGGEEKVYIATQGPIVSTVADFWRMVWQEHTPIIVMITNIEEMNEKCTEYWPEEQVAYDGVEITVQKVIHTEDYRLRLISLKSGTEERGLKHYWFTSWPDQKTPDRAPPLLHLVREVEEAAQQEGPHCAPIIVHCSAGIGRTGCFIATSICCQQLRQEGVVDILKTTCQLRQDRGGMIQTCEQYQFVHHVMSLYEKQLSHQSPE
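System: isolated STEP enzyme; schedule: 20 min enzyme reaction at room temperature, protected from light; medium: Bis-Tris buffer pH 6.0, 2.5 mM DTT, 0.005% Tween 20; signal: fluorescence, 480/540 nm; dosing: single compound dose of 20 µM, 1% DMSO final; also added: OMFP substrate, 25 µM final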
DNMT1 inh – human DNMT1 methyltransferase inhibitors, primary screen, biochemical, molecular beacon, fluorescence, HinP1I cleavage, uHTS; DNA (cytosine-5)-methyltransferase 1 (Homo sapiens), P26358; inhibition (reported as % activation of signal), % at 10 µM; 360,000 tested, 0.83% active; AID 588458, 2011; in the data active means inhibition above about 50%
An asterisk follows results filed as active; i = inactive; / = no result given; + = active, no number.

SMILES	Tb MetRS inh	Scp-1 inhibitor	SUMO1-SIM PPI	Rpn11 block	NadD block	MLLE-PAM2 inh	LMPTP block	CSN deneddyl inh	STEP inh	DNMT1 inh
C[C@@H](CSc1ccccc1)CN1CC[C@H](C(C)(C)C)CCC1=O	-0.2	0	6	i	-7	-3	2.3	4	2	-2
COc1ccc(CC(=O)NCC2CCCN(Cc3cccc(SC)c3)C2)cc1 (stereo not given)	-0.5	-5	8	i	-7	5	-0.1	-3	-5	0
C=CCOc1ccc(C2C(C(=O)c3cccs3)=C(O)C(=O)N2c2nnc(C)s2)cc1 (stereo not given)	-1.2	15	-16	i	6	93	-0.2	-43	-11	16
Cn1c(C(O)c2ccc(Cl)cc2)nc(Cl)c1Cl (stereo not given)	-0.3	-1	-1	i	-4	1	-1.4	-2	1	0
CC(=O)c1c(C)[nH]c(C(=O)N2CCN(c3cc(Cl)ccc3C)CC2)c1C	-1.1	-6	2	i	-5	-3	0.0	1	2	-4
CC1CCCCC1NC(=O)C1CCC(CNc2c(N3CCCCC3)c(=O)c2=O)CC1 (stereo not given)	-0.7	-9	-4	i	2	1	1.0	8	0	-1
O=C(O)/C=C/C(=O)Nc1ccc(-c2ccccc2)cc1	1.1	/	5	i	-5	0	-2.6	5	-2	9
CNC(=S)N1N=C2c3ccccc3CCC2C1c1ccccc1Cl (stereo not given)	-0.1	-7	-2	i	5	-54	3.4	3	-1	0
CC(C)c1ccc(NC(=S)NNC(=O)C2CC2)cc1	0.0	-8	11	i	2	-9	-0.1	9	-2	0
CCCCn1c(=O)c(CCC(=O)OCC(=O)Nc2ccc(F)c(Cl)c2)nc2ccccc21	-0.3	-5	5	i	-10	-9	3.4	-3	-1	0
CCOC(=O)c1c(NC(C)=O)sc2c(O)c(Br)ccc12	-0.5	-10	5	i	16	-1	-1.0	-4	1	7
CCc1ccccc1NC1c2ccccc2C(=O)N1c1cc(C)ccn1 (stereo not given)	-0.8	-5	-21	i	-5	-4	-0.2	-2	2	-2
O=C(/C=C\c1ccco1)Oc1cccc2cccnc12	-0.4	17	3	i	2	8	-0.1	19	2	24
Cc1ccc(Cl)cc1NC(=O)c1cnn2c1NC(c1ccco1)CC2C(F)(F)F (stereo not given)	0.6	-10	4	+	-3	-19	-0.2	17	0	-13
CC(=O)C1=C(O)C(=O)N(c2cccc(Br)c2)C1c1ccc(Br)cc1 (stereo not given)	-0.1	-11	-3	i	6	3	1.0	1	3	1
CCn1c(=N)c(C(=O)NCCCOC)cc2c(=O)n3cccc(C)c3nc21	-0.1	-3	-15	i	2	8	0.4	2	-3	7
Cc1ccc2c(CN3CCCc4ccccc43)cc(=O)oc2c1C	-0.1	-3	-15	/	10	-25	4.6	14	-6	9
Cc1ccsc1/C=N/Nc1nc2ccccc2[nH]1	3.3	-6	-11	i	5	-105	3.5	4	0	-2
CN(c1cccc(Cl)c1)S(=O)(=O)c1cccc(C(=O)NN2CCOCC2)c1	-0.3	-8	-1	i	0	-9	-1.2	-5	3	0
O=C(NCc1ccncc1)C(=O)NCC1OCCCN1S(=O)(=O)c1ccc(F)cc1 (stereo not given)	0.1	-3	4	i	-2	13	-1.5	0	-3	0
CC(=O)Nc1ccc(OCC(O)Cn2ccnc2)cc1 (stereo not given)	-0.1	-4	0	i	2	-14	0.4	1	0	0
Cc1ccc(SCC(=O)N2CCN(c3ccc(F)cc3)CC2)cc1	-1.0	-2	3	i	4	13	-1.3	3	2	9
CC(C)=CCSc1nnc(CCNC(=O)OC(C)(C)C)o1	-1.0	-10	0	i	-5	-8	-1.1	3	4	-4
O=C(COC(=O)c1ccc(S(=O)(=O)Nc2ccccc2)cc1)NCC1CCCO1 (stereo not given)	-0.4	-5	0	i	-5	0	-1.8	0	0	3
Cc1cc(NC(=O)COc2ccccc2C#N)no1	-0.2	-7	4	i	6	4	-1.3	4	-1	7

Structures listed so far with a tert-butyl group (two):
SMILES	Tb MetRS inh	Scp-1 inhibitor	SUMO1-SIM PPI	Rpn11 block	NadD block	MLLE-PAM2 inh	LMPTP block	CSN deneddyl inh	STEP inh	DNMT1 inh
C[C@@H](CSc1ccccc1)CN1CC[C@H](C(C)(C)C)CCC1=O	-0.2	0	6	i	-7	-3	2.3	4	2	-2
CC(C)=CCSc1nnc(CCNC(=O)OC(C)(C)C)o1	-1.0	-10	0	i	-5	-8	-1.1	3	4	-4

Already shown: three of the compounds above.
SMILES	Tb MetRS inh	Scp-1 inhibitor	SUMO1-SIM PPI	Rpn11 block	NadD block	MLLE-PAM2 inh	LMPTP block	CSN deneddyl inh	STEP inh	DNMT1 inh
CC(C)=CCSc1nnc(CCNC(=O)OC(C)(C)C)o1	-1.0	-10	0	i	-5	-8	-1.1	3	4	-4
O=C(COC(=O)c1ccc(S(=O)(=O)Nc2ccccc2)cc1)NCC1CCCO1 (stereo not given)	-0.4	-5	0	i	-5	0	-1.8	0	0	3
Cc1cc(NC(=O)COc2ccccc2C#N)no1	-0.2	-7	4	i	6	4	-1.3	4	-1	7

The main list resumes, repeating the four entries before the break.
SMILES	Tb MetRS inh	Scp-1 inhibitor	SUMO1-SIM PPI	Rpn11 block	NadD block	MLLE-PAM2 inh	LMPTP block	CSN deneddyl inh	STEP inh	DNMT1 inh
Cc1ccc(SCC(=O)N2CCN(c3ccc(F)cc3)CC2)cc1	-1.0	-2	3	i	4	13	-1.3	3	2	9
CC(C)=CCSc1nnc(CCNC(=O)OC(C)(C)C)o1	-1.0	-10	0	i	-5	-8	-1.1	3	4	-4
O=C(COC(=O)c1ccc(S(=O)(=O)Nc2ccccc2)cc1)NCC1CCCO1 (stereo not given)	-0.4	-5	0	i	-5	0	-1.8	0	0	3
Cc1cc(NC(=O)COc2ccccc2C#N)no1	-0.2	-7	4	i	6	4	-1.3	4	-1	7
Cc1cccc(N2C(=O)CCC2=O)n1	-0.7	-2	-3	i	2	-9	-1.7	-1	2	2
CCCc1cc(=O)[nH]c(SCC(=O)Nc2nonc2N)n1	-0.2	0	5	i	0	41*	-1.2	-3	-1	1
O=C(O)CCS(=O)(=O)Cc1ccccc1F	-0.9	1	-1	i	1	10	-0.2	-2	-2	2
COc1cc(OC)cc(C(=O)N(CN2CCCC2=O)c2ccccc2OC)c1	-1.0	-11	1	i	-2	-12	0.8	1	0	2
O=c1c([N+](=O)[O-])c(O)c2ccccc2n1Cc1ccccc1	-0.1	-11	0	i	-1	36	9.3	-1	3	0
COCCSc1ccccc1C(=O)NCc1ccc(S(N)(=O)=O)cc1	-0.6	-8	-3	i	-5	-3	-2.2	-6	-1	-3
O=C(CN1C(=O)NC2(CCCCC2)C1=O)Nc1ccc(F)cc1	-0.1	-4	-1	i	-7	-12	-0.6	-7	-4	1
CN(C)c1ccc(NC(=O)/C=C/c2c(Cl)cccc2Cl)cc1	-0.3	-11	-4	i	6	-18	1.8	7	1	-15
COc1cccc2sc(Nc3nnc(-c4ccccc4Cl)o3)nc12	-0.8	-7	15	i	10	-4	2.1	3	3	0
CN1C(=O)CSc2ccc(NC(=O)N3CCc4ccccc43)cc21	-0.7	-13	3	i	1	0	2.1	9	1	-12
COc1cc(/C=C/c2nc3ccccc3c(=O)[nH]2)cc(Br)c1O	-0.3	-1	15	+	0	-122	5.8	38*	2	-2
COc1ccc(C2CC(=O)C(C3NCCc4ccccc43)=C(O)C2n2cncn2)cc1 (stereo not given)	-1.0	2	3	i	-1	-8	-0.9	-6	-2	2
Cc1c(NC(=O)c2ccccc2)cccc1[N+](=O)[O-]	-0.5	1	0	i	-3	9	-0.8	-4	-4	-2
COc1ccc(C(=O)NCc2nnc(SCC(=O)Nc3cc(Cl)ccc3OC)o2)cc1	0.1	-9	5	i	-2	-32	0.4	3	-5	-2
O=C(NCCCN1CCN(c2ccc(F)cc2)CC1)c1cccc(N2CCCC2=O)c1	-0.7	-2	-4	i	-5	12	-1.2	1	-1	4
CC1(NC(=O)Nc2ccccc2)CCS(=O)(=O)C1 (stereo not given)	-1.0	-4	-1	i	-10	-11	-0.6	-4	-3	1
C=C1c2ccccc2O[C@H](C(=O)OCC)[C@H]1OC	0.0	-4	-1	i	0	-2	0.2	-2	-2	7
CN1CCN(C2CN(Cc3ccc([N+](=O)[O-])cc3)S(=O)(=O)C2)CC1 (stereo not given)	-0.5	/	-20	i	6	4	-0.5	-3	-2	0
Cc1nc(NC(=O)C2CC2)sc1C(=O)N(C)C	-0.8	-7	-2	i	5	5	-0.5	-6	-1	-2
COc1cccc(C=Nc2cc(C)on2)c1O	1.1	-13	-1	i	-5	18	-2.3	-2	1	4
O=C(Nc1nnc(SCc2ccc(F)cc2)s1)c1cnccn1	0.7	-2	6	i	1	2	-0.1	-5	1	0
COc1ccc(CN2C(=O)CN(S(C)(=O)=O)CC2(C)C(=O)NCc2ccccc2)cc1OC (stereo not given)	-0.2	/	6	/	/	/	-0.3	-1	/	/
Cc1sc2nc(-c3ccccc3F)oc(=O)c2c1C	-0.2	/	-10	i	-14	-6	0.8	2	-3	-8
